FXN GAA850 act – activators of GAA850 frataxin (FXN) promoter; HEK293 lucGAA850 FXN promoter luciferase reporter, 24 h; percent of 10 µM SAHA response; activation, % at 6 µM; 0.56% of 360,000 active;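 active = activation above the average of all compounds screened plus 3 SD, cutoff fixed separately per campaign, cut at about 7.5% in these data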;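 note: 0% = DMSO wells and 100% = 10 µM SAHA wells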
GC-A act – GC-A (human) enzyme activation; 0.14% of 370,000 active; activation, % at 10 µM; HEK293 GC-A cells, cGMP TR-FRET, EC30 ANP; 0% at EC30 ANP, 100% saturating ANP; P16066; in the data active = activation above about 40%
SMARCA2 activ – SMARCA2 function activation, primary screen; MG213 cells, MMTV-luciferase reporter, dexamethasone, overnight; activation, % at 9.1 µM; 1% of 370,000 active; AID 652017; in the data active = activation above about 7.8%;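 note: 0% = vehicle wells and 100% = reference activator wells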
ADAM17 inh – ADAM17 inhibition, QFRET primary screen. recombinant ADAM17, EDANS/DABCYL FRET peptide cleavage. AID 720648. inhibition, % at 6.95 µM. 0.83% of 370,000 active. P78536;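 active = inhibition above the mean of compounds lying between control limits plus 3 SD, set per campaign, cut at about 8.5% in these data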;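 note: 0% = DMSO-only wells as the low control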
Target sequence (P78536 215-824 limits assumed): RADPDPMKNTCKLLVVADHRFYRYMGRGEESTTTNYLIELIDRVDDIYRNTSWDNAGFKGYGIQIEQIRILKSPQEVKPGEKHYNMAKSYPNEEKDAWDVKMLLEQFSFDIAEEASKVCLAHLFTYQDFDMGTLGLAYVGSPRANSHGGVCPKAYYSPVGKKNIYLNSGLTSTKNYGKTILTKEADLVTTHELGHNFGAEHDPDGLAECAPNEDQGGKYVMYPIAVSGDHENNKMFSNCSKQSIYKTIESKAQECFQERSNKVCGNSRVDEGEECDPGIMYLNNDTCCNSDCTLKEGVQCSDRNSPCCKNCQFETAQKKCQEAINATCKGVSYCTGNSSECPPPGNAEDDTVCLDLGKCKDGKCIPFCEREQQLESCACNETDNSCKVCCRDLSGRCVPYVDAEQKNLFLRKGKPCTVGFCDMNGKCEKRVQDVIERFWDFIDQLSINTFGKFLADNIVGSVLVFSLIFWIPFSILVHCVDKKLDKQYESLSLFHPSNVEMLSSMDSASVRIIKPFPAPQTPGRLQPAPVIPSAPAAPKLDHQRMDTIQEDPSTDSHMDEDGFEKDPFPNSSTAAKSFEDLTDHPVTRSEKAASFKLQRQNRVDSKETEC
DAX1 inh-1 – blocks DAX1 repression of SF-1 activated StAR promoter; 1.1% of 370,000 active; inhibition, % at 6.8 µM; AID 652010; HEK293T StAR-luciferase reporter, SF-1/DAX-1 repression relief;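 active = inhibition above the mean over all tested compounds plus 3 SD, cut at about 3.6% in these data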;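 note: 0% = DAX-1 cells with DMSO and 100% = cells lacking DAX-1 with DMSO; higher inhibition means more luminescence from relief of DAX-1 repression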
DAX1 inh-2 – inhibits human nuclear receptor DAX1; P51843; HEK293 Gal4-DAX1 luciferase reporter, luminescence; inhibition, % at 6.75 µM; 0.99% of 340,000 active; AID 504766;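 active = inhibition above the mean over all tested compounds plus 3 SD, cut at about 4.2% in these data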;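 note: 0% = DAX1-transfected cells with DMSO and 100% = empty-vector control cells with DMSO; inhibition shows as a rise in luminescence from relieved DAX1 repression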
Target sequence (P51843 207-470 limits assumed): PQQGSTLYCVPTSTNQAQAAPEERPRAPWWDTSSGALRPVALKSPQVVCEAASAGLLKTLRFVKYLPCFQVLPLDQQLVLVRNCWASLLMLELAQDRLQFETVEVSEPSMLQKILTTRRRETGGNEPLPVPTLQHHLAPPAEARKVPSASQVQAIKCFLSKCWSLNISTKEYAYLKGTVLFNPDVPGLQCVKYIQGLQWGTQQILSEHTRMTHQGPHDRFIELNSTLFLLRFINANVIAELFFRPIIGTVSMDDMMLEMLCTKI
ssDAF12 agonist – activators of S. stercoralis DAF-12 nuclear receptor | 1% of 370,000 active | HEK293 ssDAF-12/GRIP1 lit1-tk-luc reporter, luminescence; % of 3 µM dafachronic acid response | activation, % at 6.8 µM | AID 652126;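 active = activation above the mean over all tested compounds plus 3 SD, cut at about 0.9% in these data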;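 note: 0% = DMSO-only wells and 100% = 3 µM delta7-dafachronic acid wells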
hcDAF12 agonist – H. contortus DAF-12 activation, primary screen | HEK293 hcDAF-12 lit1-tk-luc reporter, luminescence; 0% DMSO, 100% Δ7-dafachronic acid | activation, % at 6.8 µM | 1.4% of 370,000 active;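 active = activation above the mean of all tested compounds plus 3 SD, cut at about 5.5% in these data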;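 note: 100% = response to 3 µM Δ7-dafachronic acid high control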
ADAM10 inh – inhibits human ADAM10; O14672; recombinant ADAM10, EDANS/DABCYL FRET peptide cleavage, 3 h; inhibition, % at 7 µM; 0.62% of 370,000 active; AID 720582;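 active = inhibition above a per-campaign cutoff equal to the mean of compounds falling between control-based bounds plus 3 SD, cut at about 20% in these data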;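 note: 0% = DMSO wells while the 100% control is not disclosed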
hgDAF-12 ag – activates the H. glycines DAF-12 receptor ligand-binding domain | 1.8% of 370,000 active | HEK293 GAL4-hgDAF12 UAS-luciferase reporter, agonist luminescence; normalized to butyrate control | activation, % at 6.8 µM;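 active = activation above a cutoff set at the mean of all screened compounds plus 3 SD, cut at about 10% in these data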;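 note: 0% = DMSO wells and 100% = sodium butyrate wells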
PG9 binder – PG9 antibody binding by small molecule | TR-FRET gp120-PG9 antibody binding | AID 624416 | inhibition, % at 6.7 µM | 0.43% of 360,000 active; in the data active = inhibition above about 8.5%
* marks the source's active call; other numbers are inactive results; . = no result given.

SMILES	FXN GAA850 act	GC-A act	SMARCA2 activ	ADAM17 inh	DAX1 inh-1	DAX1 inh-2	ssDAF12 agonist	hcDAF12 agonist	ADAM10 inh	hgDAF-12 ag	PG9 binder
O=C(CN1C(=O)NC2(CCCCC2)C1=O)NCC(=O)Nc1ccc(F)c(F)c1	1.1	1.4	0.3	-2.1	1.0	-0.5	-0.9	1.0	-0.4	1.7	-2.5
COc1ccc(OC)c(CN2C(=O)CN(S(C)(=O)=O)CC2(C)c2nnnn2C2CCCC2)c1 (stereo not given)	.	-3.8	-1.9	-7.8	-0.7	.	-1.5	2.0	-8.1	-0.7	.
COc1ccccc1-n1c(=O)[nH]c2c(C(N)=O)nc(CC(C)C)nc21	0.6	-3.5	-4.1	-61.5	0.4	-0.6	-0.8	-2.1	-162.0	-2.7	-1.6
CCOC(=O)[C@@H]1CSCCS(=O)(=O)N1C(=O)[C@H](CCSC)NC(=O)OC(C)(C)C	.	-1.1	-2.3	-4.1	-0.2	.	-1.1	2.1	-5.3	-1.1	-0.3
COc1cc(Cl)ccc1OCc1cc(C(=O)NCc2cc(C(C)C)no2)no1	5.3	4.4	6.9	-0.4	4.1*	1.4	0.2	2.2	-12.5	9.7	-2.0
Cc1ccc(OCC(=O)N(C)CC(=O)N(CC(C)C)c2c(N)n(CC(C)C)c(=O)[nH]c2=O)c(C)c1	-0.8	-1.3	-2.2	1.3	2.0	1.2	-1.5	-1.1	-1.0	0.4	-3.1
C=CC[N+](C)(C)CC(=O)OCc1ccccc1	2.8	3.0	-0.7	-2.9	0.2	0.6	-0.7	0.7	-1.7	0.4	0.1
O=C(CC(NC(=O)c1ccccc1)c1ccccc1)Nc1cccc2ccccc12 (stereo not given)	-2.2	-9.1	-3.4	-1.1	-0.4	-0.9	0.1	0.2	0.1	-1.9	0.6
CCCCOc1ccc(CSc2nc(C)[nH]c2[N+](=O)[O-])cc1[N+](=O)[O-]	0.5	1.4	-3.7	2.8	-0.5	.	-2.1	-1.0	15.7	-3.0	-1.2
COc1ccc(NC(C)=O)cc1S(=O)(=O)N1CCN(Cc2cccs2)CC1	0.6	3.4	2.5	0.7	2.2	0.2	-1.5	-2.9	-0.1	1.9	-1.6
CC(=O)N1c2ccc(C)cc2Sc2c1ccc1ccccc21	5.0	3.3	-4.1	11.6*	0.0	-0.1	-0.8	-0.3	18.3	1.2	-0.1
O=C1c2ccccc2OCOc2ccccc21	3.7	-0.1	-2.5	-3.0	-0.3	-0.5	-0.6	-0.9	1.3	4.0	0.1
O=[N+]([O-])c1ccc2nc(-c3ccccc3[N+](=O)[O-])[nH]c2c1	-0.3	2.5	0.1	2.5	0.5	-0.5	-1.4	-0.3	5.5	0.8	-0.7
Cc1cc(C)n(-c2nc(NCCCN(C)C)c3c4c(sc3n2)COC(C)(C)C4)n1	3.0	3.8	-6.2	-10.8	0.5	.	-1.0	4.3	-23.4	1.9	-1.0
O=C(Oc1c(CN2CCOCC2)cc(Cl)c2cccnc12)c1cccs1	-0.6	-4.0	33.4*	-0.2	-1.1	-1.8	-1.2	0.6	6.2	-2.0	2.1

Arranged by length of the SMILES (falling): some entries from above
SMILES	FXN GAA850 act	GC-A act	SMARCA2 activ	ADAM17 inh	DAX1 inh-1	DAX1 inh-2	ssDAF12 agonist	hcDAF12 agonist	ADAM10 inh	hgDAF-12 ag	PG9 binder
Cc1ccc(OCC(=O)N(C)CC(=O)N(CC(C)C)c2c(N)n(CC(C)C)c(=O)[nH]c2=O)c(C)c1	-0.8	-1.3	-2.2	1.3	2.0	1.2	-1.5	-1.1	-1.0	0.4	-3.1
CCOC(=O)[C@@H]1CSCCS(=O)(=O)N1C(=O)[C@H](CCSC)NC(=O)OC(C)(C)C	.	-1.1	-2.3	-4.1	-0.2	.	-1.1	2.1	-5.3	-1.1	-0.3
COc1ccc(OC)c(CN2C(=O)CN(S(C)(=O)=O)CC2(C)c2nnnn2C2CCCC2)c1 (stereo not given)	.	-3.8	-1.9	-7.8	-0.7	.	-1.5	2.0	-8.1	-0.7	.
CCCCOc1ccc(CSc2nc(C)[nH]c2[N+](=O)[O-])cc1[N+](=O)[O-]	0.5	1.4	-3.7	2.8	-0.5	.	-2.1	-1.0	15.7	-3.0	-1.2
Cc1cc(C)n(-c2nc(NCCCN(C)C)c3c4c(sc3n2)COC(C)(C)C4)n1	3.0	3.8	-6.2	-10.8	0.5	.	-1.0	4.3	-23.4	1.9	-1.0
O=[N+]([O-])c1ccc2nc(-c3ccccc3[N+](=O)[O-])[nH]c2c1	-0.3	2.5	0.1	2.5	0.5	-0.5	-1.4	-0.3	5.5	0.8	-0.7
COc1ccccc1-n1c(=O)[nH]c2c(C(N)=O)nc(CC(C)C)nc21	0.6	-3.5	-4.1	-61.5	0.4	-0.6	-0.8	-2.1	-162.0	-2.7	-1.6
COc1ccc(NC(C)=O)cc1S(=O)(=O)N1CCN(Cc2cccs2)CC1	0.6	3.4	2.5	0.7	2.2	0.2	-1.5	-2.9	-0.1	1.9	-1.6
O=C(Oc1c(CN2CCOCC2)cc(Cl)c2cccnc12)c1cccs1	-0.6	-4.0	33.4*	-0.2	-1.1	-1.8	-1.2	0.6	6.2	-2.0	2.1
CC(=O)N1c2ccc(C)cc2Sc2c1ccc1ccccc21	5.0	3.3	-4.1	11.6*	0.0	-0.1	-0.8	-0.3	18.3	1.2	-0.1

The list continues:
SMILES	FXN GAA850 act	GC-A act	SMARCA2 activ	ADAM17 inh	DAX1 inh-1	DAX1 inh-2	ssDAF12 agonist	hcDAF12 agonist	ADAM10 inh	hgDAF-12 ag	PG9 binder
CCN(CC)S(=O)(=O)c1ccc(N2CCCC2)c(NC(=O)c2ccc([N+](=O)[O-])o2)c1	0.8	9.8	-1.4	-0.8	-3.5	-2.2	-1.0	0.0	-15.5	-2.1	0.8
CNC(=O)NC(=O)C(C)OC(=O)c1oc2ccccc2c1CSc1ccc(Cl)cc1 (stereo not given)	0.8	-9.3	1.2	1.0	0.0	-0.7	-1.7	-1.3	0.5	3.2	-1.2
COc1ccc(-c2csc3ncnc(N4CCN(S(=O)(=O)c5ccccc5C#N)CC4)c23)cc1	1.0	-1.7	1.4	-3.0	-0.9	-0.1	-1.1	-2.1	0.4	0.4	-3.3
Cn1c(C(O)C(O)c2ccccc2)nc2ccccc21 (stereo not given)	-1.0	0.0	-0.4	0.0	0.4	-1.4	-0.5	-1.3	0.5	-2.9	-1.8
O=C(OCc1ccccn1)c1ccc(COc2ccc3ccccc3c2)o1	5.6	-2.4	2.5	1.9	2.6	1.5	-0.2	3.6	4.9	14.4*	1.3
CCCCN(C)c1c(C)nc2ccc(C(=O)NCCCn3ccnc3)cn12	0.0	-0.5	-0.9	1.1	0.3	.	-0.7	-2.1	-0.6	3.1	0.2
Cc1cccc(NC(=O)CS(=O)(=O)c2cn(C)c3ccccc23)c1C	0.7	0.7	1.6	0.3	-1.0	-0.3	-0.8	0.4	6.0	-0.8	-0.4
O=C(O)c1ccccc1C(=O)NCCc1c(C(=O)O)[nH]c2ccc(F)cc12	-0.8	4.3	6.3	-2.2	0.5	-0.7	-1.1	0.3	4.8	-3.0	-0.8
COC(=O)c1cc(C(=O)OC)cc(N2C(=O)CC(N3CCN(c4ccccc4)CC3)C2=O)c1 (stereo not given)	2.4	-6.2	1.2	-1.4	0.8	0.1	-1.1	0.2	8.0	-3.6	-1.2
COc1ccc(/C=C2\C(=O)NCC(=O)N2C)cc1	-1.4	-2.1	0.0	-1.4	-0.5	-1.1	-0.6	-1.9	0.0	0.4	0.4
CCc1nc2c(OCC3CCCCC3)cccn2c1N(C)C(=O)c1ccc(C)cc1	-1.6	-2.0	0.8	3.6	-1.1	.	-1.4	-0.9	5.3	-4.2	-0.1
CCCc1cc(C(=O)NC(C)C2CCCO2)cs1 (stereo not given)	2.2	1.8	1.5	-1.2	1.4	1.8	-0.4	1.4	-8.3	1.7	-4.5
C/C(=N/NC(=O)c1ccc(Br)o1)C(C)C	9.1*	2.9	2.5	-1.6	2.4	1.5	-0.7	1.5	-6.0	10.7*	0.8
CC(=O)c1ccc(-c2cnc3c(NC=O)cc(-c4ccc(N5CCN(C)CC5)cc4)cn23)cc1	5.7	4.2	11.8*	-10.5	0.6	.	-0.1	1.5	-37.9	16.6*	-2.6
CSc1ncc(Cl)c(C(=O)Nc2ccccc2C)n1	1.4	1.4	-2.9	-4.8	-0.4	1.2	-0.5	3.5	1.6	0.2	0.1
Cc1cc(C(=O)NNC(C)Cc2ccccc2)no1 (stereo not given)	3.2	0.4	2.0	-4.5	0.5	4.3*	-0.6	-1.5	-11.7	5.1	0.8
O=C(N/N=C/c1ccc(OC(=O)c2ccc3c(c2)OCO3)cc1)c1cncc(Br)c1	1.8	2.4	-3.4	6.2	0.7	-0.2	-0.8	-0.1	12.4	-2.0	-0.4
CCn1c(SCC(=O)Nc2nc3ccccc3s2)nc2c(c1=O)SC(C)C2 (stereo not given)	.	-3.8	-2.1	5.3	-0.8	.	-1.9	-2.3	15.5	-6.3	-0.7
COc1ccc(C#Cc2cccc(-c3nc(C(=O)NCc4ccc(Oc5ccccc5)cc4)cc4c3[C@@H](CCO)N(S(=O)C(C)(C)C)C4)c2)cc1OC (stereo not given in full)	.	-1.4	-3.9	1.9	-0.1	.	-1.0	0.7	-4.5	-0.1	-1.6
COc1ccccc1CNc1cncnc1	0.9	6.5	0.6	-25.6	0.4	1.3	-1.1	1.5	-52.7	1.8	-0.9
COCCN(C)Cc1cn(-c2ccc(F)cc2F)nc1-c1ccccc1C	-1.5	-1.0	-0.9	0.8	-0.1	0.3	-1.5	-1.4	5.6	-3.2	-1.6
CNC[C@@H]1Oc2ccc(NC(=O)Nc3ccccc3)cc2C(=O)N([C@@H](C)CO)C[C@H]1C	0.1	3.1	2.0	-0.4	0.0	-0.1	-1.2	-0.3	-1.3	-0.1	0.2
CC[C@H](NC(=O)CC[C@H]1O[C@@H](n2cnc3c(NC(=O)c4ccccc4)ncnc32)[C@H](O)[C@@H]1O)c1ccccc1	.	-6.7	0.1	-3.0	1.9	.	-0.9	-0.5	-1.4	-1.4	0.0
Cc1nn(-c2ccc(F)cc2)c2sc(C(=O)OC3CCOC3=O)cc12 (stereo not given)	2.3	10.0	-2.2	-46.8	-0.8	-0.1	-1.0	0.5	-280.8	2.7	0.3
CC1(C)CNC(=O)c2sc(NC(=O)c3ccccc3Cl)nc2C1	0.0	-2.7	-1.3	-7.7	-0.2	-0.5	-1.6	-0.7	-6.4	1.9	-3.1
CCOc1ccc(OCCCCN(C)C)cc1	-3.8	11.0	0.0	-8.9	-0.1	0.0	-1.4	-2.2	-4.9	-1.3	0.4
